# Bioassay records: PubChem, Broad Institute
# miR122 inh – blocks miR-122 activity in Huh7 sensor cells; Huh7 miR-122 Renilla luciferase sensor, 48 h; neutral wells = 0, positive control = 100; activation (reporter increase), % at 12.5 µM; hit rate 0.3% among 340,000; AID 602342;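 active = mean replicate activation score at least 90 and every replicate individually at or above 90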;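 also: higher luciferase means less miR-122 activity so hits act as miR-122 inhibitors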
# PGC1a acetyl inh – lowers PGC1a acetylation signal in U2OS cells; AlphaScreen anti-acetyl-lysine; with virally co-expressed GCN5 acetyltransferase; inhibition, % at 15.6 µM; hit rate 0.17% among 350,000; AID 651687;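 active = every replicate shows inhibition of at least 40%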;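 also: 0% = neutral control wells and 100% = positive control wells; some results beyond the cut were filed as inactive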
# F508del corr – correctors of CFTR F508del function in bronchial epithelial cells; hit rate 0.36% among 350,000; activity (quench increase), % at 7.58 µM; CFBE cells, YFP halide quenching; stimulated with forskolin plus potentiator P3; % fluorescence drop versus neutral controls; AID 720511;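 active = mean added fluorescence quench of at least 8% versus neutral control, with both replicates also reaching 8%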;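 also: cells transiently co-express mutant CFTR-F508del with the halide-sensitive YFP; corrector assay measuring rescue of mutant channel to the surface after 24 h compound exposure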
# PglD inh – inhibitors of Campylobacter jejuni PglD acetyltransferase; purified PglD enzyme, DTNB colorimetric CoA detection; inhibition, % at 12.5 µM; hit rate 0.098% among 360,000; AID 602405; in the data active = inhibition above about 16%, passing the limit was not always enough; also: strong numbers were not always called active
# Statin myotox sup – protects C2C12 myotubes from simvastatin toxicity | ATP luminescence, 48 h; scaled: DMSO 0, geranylgeraniol control 100 | rescue of ATP level, % at 7.49 µM | hit rate 0.78% among 330,000;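 active = mean ATP rescue above about 67%, or every replicate alone reaching that limit, limit read from the data, passing the limit was not always enough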;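 also: myotubes were challenged with 10 µM simvastatin during compound exposure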
# INS-1E GSIS act – GLuc luminescence reporter in INS-1E cells, primary screen for activators of glucose-dependent secretion of insulin; activation, % at 16.6 µM; INS-1E GLuc reporter insulin secretion, 2-3 h; hit rate 0.61% among 370,000;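 active = lowest replicate activation of at least 40%, so every replicate reaches that level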;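 also: 0% = median of neutral control wells and 100% = median of IBMX positive control wells; some compounds called inactive have numbers as strong as hits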
# FN deposit inh – fibronectin deposition inhibition; AH1F fibroblasts, Alexa488-fibronectin deposition fluorescence, overnight; hit rate 0.086% among 350,000; AID 743247; inhibition, % at 12.6 µM;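 active = mean inhibition across replicates of 30% or more, regardless of how many single replicates reach that level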;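 also: positive control wells lacked labelled fibronectin entirely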
#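 Assay system: AH1F fibroblasts / Quantity: 10000 cells per well / Medium: DMEM plus 2% serum, read in PBS / Reagent: labelled fibronectin 24 nM / Dosing: single dose, pinned / Times: 1 h cell attachment, overnight exposure to compound and label / Signal: fluorescence, ex 485 nm, em 525 nm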
# Cneo AK release – Cryptococcus neoformans lysis via adenylate kinase release | C. neoformans lysis, adenylate kinase release luminescence, 4 h; normalised: neutral wells 0, clomiphene wells 100 | lysis activity, % at 15 µM | hit rate 0.2% among 360,000;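 active = mean lysis activity across replicates of at least 80%, whatever share of replicates individually reach that level; inactive = mean lysis activity below 80%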
#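 Material – log-phase Cryptococcus neoformans yeast cells · Input – 5 × 10^6 yeast cells/mL · Medium – fresh YPD growth medium · Doses – single compound concentration per well · Timing – static 4 h at 37 °C with compound, 1 h detection · Detection – adenylate kinase release luminescence · Read-out – signal increase indicating cell lysis · Control set – Clomiphene as positive lysis control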
# Starred values were filed as active, the others as inactive; · = no result given; [ ] = another dose, or the depositor's remark.
# The first two records as a preview:
SMILES,miR122 inh,PGC1a acetyl inh,F508del corr,PglD inh,Statin myotox sup,INS-1E GSIS act,FN deposit inh,Cneo AK release
CNC(=S)NC(CC(=O)OC)c1ccc2c(c1)OCO2 (stereo unspecified),-3,10,1.1,·,·,55,12,·
CC1=CC(=O)CC2C1(C)CCC(C)C2(C)CCC(C)CC(=O)O (stereo unspecified),9,-4,0.3,8,-2,3,·,5

# The whole of this part (from the top)
SMILES,miR122 inh,PGC1a acetyl inh,F508del corr,PglD inh,Statin myotox sup,INS-1E GSIS act,FN deposit inh,Cneo AK release
CNC(=S)NC(CC(=O)OC)c1ccc2c(c1)OCO2 (stereo unspecified),-3,10,1.1,·,·,55,12,·
CC1=CC(=O)CC2C1(C)CCC(C)C2(C)CCC(C)CC(=O)O (stereo unspecified),9,-4,0.3,8,-2,3,·,5
O=C(Nc1ccc(C(=O)N2CCCC2)cc1)c1cc(F)c(F)cc1Cl,·,1,-2.1,-5,-2,13,8,0
COc1ccccc1-c1ccc2c(c1)O[C@@H](CN(C)C)[C@@H](C)CN([C@@H](C)CO)S2(=O)=O,-4[16.7 µM],-5,1.8,1,17,19,-6,-2
O=C(CSc1nc2ccccc2o1)NC(=O)NCc1ccco1,-9,-23,·,-2,2,·,·,0
Cn1c(/C(C#N)=C(\O)c2ccc([N+](=O)[O-])s2)nc2ccccc21,-2,8,1.7,0,-2,-18,-1,0
CCOC(=O)C1(C)CCCN(C(=O)c2c(-c3ccccc3)noc2C)C1 (stereo unspecified),-1,·,-0.2,0,4,0,3,1
CCc1ccc(NC(=O)C2CCN(S(=O)(=O)c3c(C)noc3C)CC2)cc1,5,8,2.9,-3,-25,9,3,7
O=S(=O)(Cc1ccccc1)N1CCCCN2[C@@H](CO)[C@H](c3ccc(C#Cc4ccccc4)cc3)[C@@H]2C1,0[16.7 µM],-8,-2.0,-2,·,-18,·,55
Cc1c(NS(=O)(=O)c2cccc(C(=O)NCc3ccccc3Cl)c2)c(=O)n(-c2ccccc2)n1C,-3,8,-1.3,2,10,-7,-5,5
C[C@@H]1CN([C@H](C)CO)C(=O)c2cc(NC(=O)C3CCCCC3)ccc2O[C@@H](C)CCCCO[C@@H]1CN(C)Cc1ccc(Cl)c(Cl)c1,-11[16.7 µM],2,0.8,-7,·,-14,·,0
Cc1c(Cl)c([N+](=O)[O-])nn1Cc1ccc(C(=O)N/N=C\c2ccccn2)o1,1,-4,·,7,·,-1,·,-1
CCOc1ccccc1OCC(=O)Nc1ccc(S(=O)(=O)Nc2ncccn2)cc1,3,-3,·,·,14,19,·,·
Cc1ccc(S(=O)(=O)N(C)C[C@H]2Oc3ccc(NS(=O)(=O)c4ccccc4)cc3CC(=O)N([C@@H](C)CO)C[C@H]2C)cc1,45[16.7 µM],-2,2.0,6,33,-5,·,1
Cc1c(C#N)c2ncnc(-c3ccccc3)c2n1-c1ccccc1,-24,·,·,0,-9,·,9,-3
Cc1ccc(C(=O)N2CCC3(CC2)NCCc2[nH]cnc23)cc1,-2,-3,-3.0,5,-4,2,-6,-12
CC(C)NC(=O)N1CCCCN2[C@H](CO)[C@H](c3ccc(C#Cc4ccccc4F)cc3)[C@H]2C1,-6[16.7 µM],1,0.6,7,-33,-5,·,14
O=C1CCC(C(=O)Nc2cccc(C(F)(F)F)c2)N1 (stereo unspecified),-4,-26,3.2,-4,3,11,·,4
CC1CCCC(NC(=O)COC(=O)c2cc3ccccc3oc2=O)C1C (stereo unspecified),4,5,0.8,0,4,·,-2,-3
O=C(CSc1nnc(-c2ccncc2)n1CCc1ccccc1)NCc1ccccc1,5,-13,·,-2,·,·,5,2

# Single records, from the list above. Screens in order: miR122 inh | PGC1a acetyl inh | F508del corr | PglD inh | Statin myotox sup | INS-1E GSIS act | FN deposit inh | Cneo AK release
# Cc1ccc(C(=O)N2CCC3(CC2)NCCc2[nH]cnc23)cc1 is listed with -2 | -3 | -3.0 | 5 | -4 | 2 | -6 | -12
# Cc1c(Cl)c([N+](=O)[O-])nn1Cc1ccc(C(=O)N/N=C\c2ccccn2)o1 is listed with 1 | -4 | · | 7 | · | -1 | · | -1

# Results in miR122 inh and INS-1E GSIS act, for some of the entries so far:
SMILES | miR122 inh | INS-1E GSIS act
CC1CCCC(NC(=O)COC(=O)c2cc3ccccc3oc2=O)C1C (stereo unspecified) | 4 | ·
O=C(CSc1nc2ccccc2o1)NC(=O)NCc1ccco1 | -9 | ·
Cc1c(Cl)c([N+](=O)[O-])nn1Cc1ccc(C(=O)N/N=C\c2ccccn2)o1 | 1 | -1
Cc1c(C#N)c2ncnc(-c3ccccc3)c2n1-c1ccccc1 | -24 | ·
C[C@@H]1CN([C@H](C)CO)C(=O)c2cc(NC(=O)C3CCCCC3)ccc2O[C@@H](C)CCCCO[C@@H]1CN(C)Cc1ccc(Cl)c(Cl)c1 | -11[16.7 µM] | -14

# Sorted by heavy-atom count (high to low): some entries from above.
SMILES,miR122 inh,PGC1a acetyl inh,F508del corr,PglD inh,Statin myotox sup,INS-1E GSIS act,FN deposit inh,Cneo AK release
CC(C)NC(=O)N1CCCCN2[C@H](CO)[C@H](c3ccc(C#Cc4ccccc4F)cc3)[C@H]2C1,-6[16.7 µM],1,0.6,7,-33,-5,·,14
CCOC(=O)C1(C)CCCN(C(=O)c2c(-c3ccccc3)noc2C)C1 (stereo unspecified),-1,·,-0.2,0,4,0,3,1
Cn1c(/C(C#N)=C(\O)c2ccc([N+](=O)[O-])s2)nc2ccccc21,-2,8,1.7,0,-2,-18,-1,0

# (list continues)
SMILES,miR122 inh,PGC1a acetyl inh,F508del corr,PglD inh,Statin myotox sup,INS-1E GSIS act,FN deposit inh,Cneo AK release
O=C(C[C@H]1C=C[C@@H](NC(=O)Nc2ccc(F)cc2)[C@@H](CO)O1)NCc1ccccn1,·,-12,1.8,1,-2,1,7,2
CCC1(CC)C(=O)NC(=O)NC1=Nc1ccccc1,2,7,-1.4,-2,9,1,-7,-2
c1ccc(CNc2nc(Oc3ccncc3)c3sccc3n2)cc1,-4,·,-0.1,3,5,31,1,-1
CCC(C)C(NC=C1C(=O)OC(C)(C)OC1=O)C(=O)O (stereo unspecified),-4,9,·,-7,-1,·,·,4
CN(Cc1ccccc1)C(=O)c1cc(=O)[nH]c2ccccc12,6,2,-0.5,2,9,8,6,-3
CCCCCOCC(O)CCC(=O)NN (stereo unspecified),5,2,·,-3,·,·,·,3
COc1cccc(/C=N/Nc2nn3cnnc3c3ccccc23)c1,-1,-33,·,2,·,·,-12,-7
CCc1cccc(C)c1NC(=O)COC(=O)C1CCN(S(=O)(=O)c2ccccc2)CC1,-4,-6,3.5,0,1,3,-5,-3
COc1cccc(CN2CC3(C2)CN(C(=O)C2CC2)[C@@H](CO)c2[nH]c4cc(OC)ccc4c23)c1,·,-9,2.7,·,·,6,7,·
CO[C@H]1CN(C)C(=O)c2cc(NC(=O)Nc3cc(F)ccc3F)ccc2OC[C@H](C)NC[C@H]1C,·,9,0.2,-1,-65,0,0,2
COc1ccc(NC(=S)Nc2cccc(S(=O)(=O)N3CCCCC3)c2)cc1,1,-6,·,1,-14,-18,0,1
CN(C)C(=O)C[C@H]1CC[C@H]2[C@@H](COC[C@H](O)CN2C(=O)c2ccncc2)O1,0[16.7 µM],12,-1.6,5,-1,13,4,2
COC(=O)CN(C)C(=O)c1cccc(OC2CCN(S(=O)(=O)N(C)C)CC2)c1,0,5,-1.7,8,-6,0,-6,0
Cc1ccc(C(=O)NC2CC(C)(C)NC(C)(C)C2)cc1Cl,26,5,1.2,11,5,2,-17,-1
Cc1ccc(/C=C2\SC(=S)N(CCC(=O)N3CCCCC3)C2=O)cc1,·,·,2.4,2,5,13,-9,53
CC(C)C(=O)N1CCC1(C)C(=O)Nc1cccc(Oc2ccccc2)c1 (stereo unspecified),0,-8,2.2,-2,0,-44,24,-1
CCCN(C)C[C@H]1OCCCC[C@@H](C)Oc2ccc(NC(=O)CCCN(C)C)cc2C(=O)N([C@@H](C)CO)C[C@H]1C,-1[16.7 µM],27,1.1,2,9,8,-1,3
O=C(CSC1=NS(=O)(=O)c2ccccc2N1)Nc1ccccc1F,6,·,-1.9,-1,9,17,-1,1
C/C(=N\NC(=O)c1cc(O)cc(O)c1)c1ccc(NC(=O)Cc2ccccc2)cc1,6,·,-0.9,-2,0,-3,-3,-1
Cc1noc(C)c1S(=O)(=O)Nc1ccc2c(c1)C(=O)N([C@@H](C)CO)C[C@@H](C)[C@@H](CN(C)C(=O)NC1CCCCC1)OCCCC[C@@H](C)O2,-1[16.7 µM],·,7.0,1,47,-20,·,-1
CCN(CC)CCN1C(=O)C(O)=C(C(=O)c2cc3cccc(OC)c3o2)C1c1ccc(F)cc1 (stereo unspecified),-3,9,0.2,·,3,3,6,·
CN1CCN(C(=O)C[C@H]2C[C@@H]3c4cc(NC(=O)Nc5ccc(C(F)(F)F)cc5)ccc4O[C@@H]3[C@H](CO)O2)CC1,-5[16.7 µM],10,1.2,0,4,12,-4,-1
CCCC(=O)Nc1ccc2c(c1)OC[C@@H](C)N(C(=O)c1ccncc1)C[C@H](C)[C@@H](OC)CN(C)C2=O,16[16.7 µM],4,-3.6,1,8,18,0,1
O=C(NCCN1CCCCC1)Nc1ccc(F)cc1,·,·,-0.7,-7,-3,0,2,3
Nc1oc2ccccc2c1C(=O)Cc1ccccc1O[C@@H]1O[C@H](CO)[C@@H](O)[C@H](O)[C@H]1O,-6,6,-2.2,-3,-5,·,·,1
CC(=O)C1=C(O)C(=O)OC1c1ccc(C)cc1 (stereo unspecified),·,·,-0.4,-7,·,-48,-1,17
OCC[C@@H]1C[C@@H](O)[C@H](O)[C@@]2(Cc3ccccc3CCO2)O1,2,-15,-2.6,1,-6,8,-18,0
CCN(CC(=O)N1CCN(Cc2ccccc2)CC1)S(=O)(=O)c1ccccc1,-3,·,0.6,-5,-3,4,·,2
CCOC(=O)N1CCN(C(=O)CN(c2ccc(C)cc2)S(=O)(=O)c2c(C)noc2C)CC1,-5,-20,·,-2,·,·,3,1
CC(=O)N(C)C[C@H]1Oc2ncc(-c3cncnc3)cc2C(=O)N([C@@H](C)CO)C[C@@H]1C,6[16.7 µM],21,-0.9,-1,-10,15,·,-2
Cc1ccc(Cn2c(C(C)Nc3nc(-c4ccc(F)cc4)cs3)nc3cc(C(F)(F)F)ccc32)cc1 (stereo unspecified),7,·,-6.0,-3,-20,12,3,3
CCOC(=O)C1CCCN(C(=O)CCc2nnc(-c3ccc(C(C)=O)s3)o2)C1 (stereo unspecified),5,12,0.1,2,1,-13,-1,1
COc1cc(C)c(C(C)C)cc1S(=O)(=O)N1CCOCC1,3,5,·,6,7,·,·,2
